# Source: PubChem BioAssay
# HTT aggregate = inhibitors of mutant huntingtin aggregate formation in PC12 cells | PC12 HttQ103-GFP aggregates, Acumen cytometry, 40 h | Potency, µM (top dose mostly 46.1 µM), for inactives: at the top dose activity change, negative = inhibition, most hits filed as inhibitors | actives 1.1% (n = 220,000); further: potency means the concentration at half of the fitted maximal effect; on the % scale 0 is the no-effect control and ±100 the full control effect; nearly all actives have a fitted effect of over 60% in size
#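 PC12 cells stably carrying ecdysone-inducible HTT exon 1 Q103–GFP were induced with tebufenozide (100 nM final) and treated with library compounds in titration. GFP aggregates in lysates were counted by laser scanning cytometry.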
# HTT ATP protect = Huntington cell model cytoprotection by ATP luminescence | PC12 HTT-Q103 induced, cytoprotection, ATP luminescence, 40 h | AID 1471 | Potency, µM (titrated, usually from 56.4 µM), for the others: cytoprotection (ATP increase), usual class: activators | actives 0.14% (n = 230,000);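 further: potency means the concentration at half of the fitted maximal effect; % of control where 0% means no effect; nearly all actives have a fitted effect of over 45% in size; toxic huntingtin expression switched on by the ecdysone agonist tebufenozide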
#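 ATP quantification (ATPlite) reports survival of PC12 cells in which tebufenozide, 100 nM final, switches on Htt exon 1 with 103 glutamines linked to GFP; compounds are titrated.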
# GAA inh = inhibitors of human lysosomal alpha-glucosidase. AID 1466. purified human GAA, 4-MU-alpha-glucoside fluorescence. Potency, µM (doses to about 76.9 µM), without a hit: at the top dose activity change, negative = inhibition, hits mostly inhibitors. P10253. actives 0.005% (n = 200,000);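 further: potency means the concentration at half of the fitted maximal effect; plate controls were uninhibited enzyme wells for no effect and no-enzyme background for full effect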
#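 Human alpha-glucosidase, 4 nM, pre-mixed with test compounds before 400 uM 4-methylumbelliferyl substrate; 20 min room temperature at pH 5.0. Fluorescence read after pH 10 stop; AC50 values from Hill-equation fits.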
# CBFb RUNX1 block = blocks binding between human CBF-beta and RUNX1; Potency, µM (doses to about 59.8 µM), for the others: at the highest dose activity, negative = inhibition, usual class: inhibitors; AlphaScreen CBFb-His/RUNX1-biotin binding, biochemical; 230,000 tested, under 10 active; further: % of control where 0% means no effect
# Target sequence (Q01196 whole entry, looked up): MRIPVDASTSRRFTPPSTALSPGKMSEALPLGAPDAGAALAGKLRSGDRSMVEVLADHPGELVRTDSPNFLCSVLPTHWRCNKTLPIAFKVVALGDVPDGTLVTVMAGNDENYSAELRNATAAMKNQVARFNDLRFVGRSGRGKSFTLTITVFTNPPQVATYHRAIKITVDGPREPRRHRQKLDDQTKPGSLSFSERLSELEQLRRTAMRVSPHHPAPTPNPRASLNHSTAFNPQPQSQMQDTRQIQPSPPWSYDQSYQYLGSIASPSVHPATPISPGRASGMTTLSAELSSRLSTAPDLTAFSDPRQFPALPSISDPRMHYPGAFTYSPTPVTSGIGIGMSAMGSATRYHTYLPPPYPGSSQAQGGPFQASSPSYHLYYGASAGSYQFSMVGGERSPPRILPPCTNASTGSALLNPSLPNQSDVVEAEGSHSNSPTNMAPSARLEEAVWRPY
# Target sequence (Q13951 whole entry, looked up): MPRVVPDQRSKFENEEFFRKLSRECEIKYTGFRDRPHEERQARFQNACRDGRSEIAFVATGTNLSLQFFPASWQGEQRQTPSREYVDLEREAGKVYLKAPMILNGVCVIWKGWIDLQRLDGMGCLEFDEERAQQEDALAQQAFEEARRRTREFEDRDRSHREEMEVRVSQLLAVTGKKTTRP
#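 Interaction loss through any mechanism counts as activity. Pre-formed complex of His-CBF-beta and biotin-RUNX1 (30 nM apiece) is incubated with compound 15 min, then with 50 ng nickel and 50 ng streptavidin beads for 90 min before AlphaScreen detection.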
# GAA spleen mod = inhibits or activates alpha-glucosidase in human spleen homogenate. P10253. human spleen homogenate, 4-MU-alpha-glucoside fluorescence. Potency, µM (doses to about 79.9 µM), for the others: at the highest dose activity change, negative = inhibition, most hits filed as inhibitors. actives 0.006% (n = 240,000). AID 2112;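 further: potency means the concentration at half of the fitted maximal effect; 0% = enzyme with vehicle and -100% = no enzyme basal signal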
#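 Human spleen homogenate (1 ug) with 4-methylumbelliferyl-alpha-D-glucopyranoside (1 mM final) in 50 mM citrate/phosphate pH 5.0, 0.01% Tween-20; 40 min at 37 C. Stopped at pH 10; 4-MU fluorescence Ex 365/Em 440 nm; AC50 by Hill fit.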
# Lamin A splicing = modulators of lamin A splicing; HeLa LMNA splicing GFP/RFP minigene ratio, 48 h; Potency, µM (top dose mostly 46.1 µM), inactives show at the top dose ratio change, negative = inhibition, most hits filed as inhibitors; actives 0.01% (n = 200,000); AID 1487; active means well fitted inhibition curve with a large enough effect in the signal ratio, with a control signal flat, not every such curve was filed as active; inconclusive means small, poorly fitted or top-dose-only effect, or effect the other way, or a change in a side signal; the % refers to the signal ratio; further: potency means the concentration at half of the fitted maximal effect; on the % scale 0 is the no-effect control and ±100 the full control effect
#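 S3 HeLa cells stably expressing lamin A-EGFP splicing minigene plus DsRed2, 600 cells/well, 48 h compound exposure at 37C. Laser-scanning cytometry; analysed as GFP (500-530 nm)/RFP (575-640 nm) total intensity ratio; 0.5% DMSO vehicle.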
# GAA glycogen mod = inhibitors or activators of human alpha-glucosidase glycogen cleavage; P10253; recombinant GAA, glycogen substrate, Amplex Red glucose oxidase fluorescence; Potency, µM (doses to about 76.4 µM), for inactives: top-dose activity change, negative = inhibition, usual class: inhibitors; actives 0.38% (n = 300,000);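 further: potency means the concentration at half of the fitted maximal effect; 0% = full enzyme reaction and -100% = no-enzyme basal signal; the screen sought inhibitors and activators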
#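 Recombinant human alpha-glucosidase (4 nM final) hydrolysed bovine liver glycogen (30 ug) for 40 min at 37 C in pH 5.0 citrate/phosphate with 0.01% Tween-20. Released glucose detected by glucose oxidase/Amplex Red, Ex 573/Em 610 nm. Compounds up to 77 uM; AC50 from Hill fits.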
# * = called active by the depositor; u = inconclusive; x = not tested or not shown; & = joins results of further samples; [ ] = another dose, or the depositor's remark. Unless noted, the call rests on the fitted dose curve; in most records, active means well fitted curve in the direction sought with a large enough effect; inconclusive means small, poorly fitted or top-dose-only effect, or another doubt; inactive means no such curve, though single readings can be large; an effect the other way counts as inactive or inconclusive.
SMILES,HTT aggregate,HTT ATP protect,GAA inh,CBFb RUNX1 block,GAA spleen mod,Lamin A splicing,GAA glycogen mod
Cc1cc(C)n(CCN(C)c2nc3nonc3nc2N2CCCCC2)n1,8.8%[9.22 µM],-17.7%[10 µM],-2.3%,-1.3%,-3.6%,7.0%[46 µM],1.6%
COc1cc2ccccc2cc1C(=O)Nc1ccc(S(=O)(=O)Nc2cc(C)on2)cc1,1.5%,-37.9%,6.1%,-2.8%,5.4%,20.5%,3.8%
COc1ccc(C(=O)Nc2cc(C(=O)NCCc3ccccc3)ccc2Cl)cc1,-4.3%,-19.7%,0.0%,7.0%,-1.8%,-5.0%,-11.4%
CCOc1ccc(-n2cc(-c3ccccc3)c3c(=O)[nH]cnc32)cc1,11.4%,-7.5%,-1.3%,-5.9%,2.3%,0.3%[46 µM],-0.1%
CN(Cc1ccccc1)C(=O)Cn1cccc1C(=O)c1ccccc1,-1.0%[9.22 µM],11.3%,-7.1%,-4.5%,-2.2%,16.5%,2.6%
CC#CCNCc1ccccc1,-7.6%,22.3%,-5.8%,7.8%,-2.4%,3.3%,2.2%
O=C(/C=C1\NC2(CCCC2)Cc2ccccc21)C(=O)N/N=C/c1ccccc1O,8.9%,x,8.1%,-22.1%,0.8%,u,-3.5%
Cc1ccc(C)c(CN2C(=O)C(C)Oc3ccc(C)cc32)c1 (stereo not drawn),-2.2%,13.9%[10 µM],-8.3%,1.8%,8.0%,9.0%,1.3%
Cc1cc(C)cc(NC(=O)CN(C)S(=O)(=O)c2cnc[nH]2)c1,-8.3%,-1.4%[10 µM],4.0%,-2.3%,-1.4%,-4.9%,-1.7%
O=C(CCc1nc2ccccc2s1)N1CCN(S(=O)(=O)c2cccs2)CC1,u,-2.5%[10 µM],u,14.3%,-10.5%,7.7%,-6.2%
CC(=O)N1CCN(c2ccccc2NC(=O)COc2ccc(Br)cc2)CC1,-6.6%,-13.7%,-3.4%,-3.9%,-19.8%,1.4%,-2.0%
Clc1ccc(C(c2ccccc2Cl)C(Cl)Cl)cc1 (stereo not drawn),8.6%,-20.9%&-51.6%&13.9%,x,u,-9.9%&15.8%&5.9%,u,x
Cc1nc2c(C#N)c[nH]n2c(=O)c1CCO,24.7%[9.22 µM],10.2%[10 µM],x,11.6%,-1.8%,x,2.5%
Cc1ccc(-n2c(SCC(=O)N/N=C/c3ccccc3C(=O)O)nnc2-c2ccccc2)cc1,-15.4%[9.22 µM],13.9%[10 µM],x,-5.8%,5.6%,x,1.5%
COc1ccc(NC(=O)C(NC(C)=O)C(=O)NCc2ccc(F)cc2)cc1 (stereo not drawn),10.2%,23.1%,-3.3%,-0.1%,-9.1%,-3.8%,4.0%

# Full records, quoted from the list:
# CC#CCNCc1ccccc1 reads HTT aggregate: -7.6%; HTT ATP protect: 22.3%; GAA inh: -5.8%; CBFb RUNX1 block: 7.8%; GAA spleen mod: -2.4%; Lamin A splicing: 3.3%; GAA glycogen mod: 2.2%
# Clc1ccc(C(c2ccccc2Cl)C(Cl)Cl)cc1 (stereo not drawn) reads HTT aggregate: 8.6%; HTT ATP protect: -20.9%&-51.6%&13.9%; GAA inh: x; CBFb RUNX1 block: u; GAA spleen mod: -9.9%&15.8%&5.9%; Lamin A splicing: u; GAA glycogen mod: x

# Shown with each value named: 2 of the compounds above.
Cc1nc2c(C#N)c[nH]n2c(=O)c1CCO
  HTT aggregate: 24.7%[9.22 µM]; HTT ATP protect: 10.2%[10 µM]; GAA inh: x; CBFb RUNX1 block: 11.6%; GAA spleen mod: -1.8%; Lamin A splicing: x; GAA glycogen mod: 2.5%
CN(Cc1ccccc1)C(=O)Cn1cccc1C(=O)c1ccccc1
  HTT aggregate: -1.0%[9.22 µM]; HTT ATP protect: 11.3%; GAA inh: -7.1%; CBFb RUNX1 block: -4.5%; GAA spleen mod: -2.2%; Lamin A splicing: 16.5%; GAA glycogen mod: 2.6%

# (listing goes on)
SMILES,HTT aggregate,HTT ATP protect,GAA inh,CBFb RUNX1 block,GAA spleen mod,Lamin A splicing,GAA glycogen mod
Cc1cc(C)c(NC(=O)Cn2nnc(C(=O)NCc3ccco3)c2N)c(C)c1,-2.6%,16.2%[10 µM],1.2%,-7.6%,4.7%,3.7%[46 µM],1.2%
CN=C(Nc1ccccc1)SC1CC(=O)N(c2ccc(C(=O)OC)cc2)C1=O (stereo not drawn),13.2%,-6.9%,-14.5%,1.9%,-7.6%,10.4%,6.8%
CNc1nc(N)c([N+](=O)[O-])c(Nc2cccc(Cl)c2)n1,13.6%[9.22 µM],18.2%[10 µM],-4.4%,7.2%,0.8%,u,3.2%
COc1ccc(CCNC(=O)c2cnccn2)cc1,9.6%,-14.5%,-1.6%,-2.3%,-0.4%,0.9%,-10.9%
COc1ccc(C(CNC(=O)Cn2[nH]c(=O)c3ccccc3c2=O)N2CCCC2)cc1 (stereo not drawn),2.4%,2.6%,-11.8%,16.8%,-1.1%,3.9%,-8.7%
C[n+]1nc(Nc2cccc(F)c2)sc1-c1ccc(C(=O)O)cc1,-16.8%[9.22 µM],10.1%[10 µM],x,3.7%,-3.3%,x,20.8%
O=S(=O)(c1ccc(Cl)cc1)N1c2ccccc2Oc2nc3ccccc3nc21,-17.9%,-38.4%[10 µM],-11.1%,u,-5.1%,-11.7%,0.8%
CCN(CC(N)=O)S(=O)(=O)c1ccc(Br)cc1,-15.7%,1.9%[0.074 µM],-7.7%,2.1%,-2.1%,13.0%,1.5%
O=C(NNC1CC(c2ccccc2)=NN1C(=O)c1ccccc1)c1ccccc1 (stereo not drawn),-2.7%,-45.6%[inhibitor],4.4%,5.3%,-15.4%,9.8%[46 µM],7.6%
Cc1nn(Cc2c(Cl)cccc2Cl)c(C)c1NC(=O)CCCn1nc(C)c([N+](=O)[O-])c1C,11.3%,18.0%[10 µM],4.6%,-6.6%,-6.5%,-3.7%,3.4%
O=C(c1cccc(F)c1)n1nnc2ccccc21,7.0%,2.0%,-9.0%,5.7%,-1.9%,-1.6%,1.2%
Cc1cccc(NC(=O)c2cc([N+](=O)[O-])ccc2N2CCCCC2)n1,-10.7%,x,-3.1%,-5.3%,-6.5%,x,-9.4%
NC(=O)COC(=O)c1ccccc1OCc1ccccc1,u,-0.3%,2.0%,-0.5%,-0.5%,x,1.6%
COC(=O)c1nn(-c2cccc(C)c2)c2nnc(Cc3ccccc3)c(=O)n12,-18.0%,x,-7.3%,3.9%,-6.7%,-1.5%,4.2%
CN(C)c1ccc(C(=O)/C=C/c2ccccc2)cc1,19.7%,-44.5%[inhibitor],-9.1%,-1.4%,-2.6%,3.3%[9.22 µM],3.1%
O=C(CSCc1cnn(-c2ccccc2)c1-n1cccc1)N1CCN(Cc2ccccc2)CC1,-18.9%,-8.1%,-10.4%,-20.6%,-7.7%,-1.3%,-8.9%
CCC(CC)NCCOC(=O)c1ccc([N+](=O)[O-])cc1,-6.3%[9.22 µM],1.9%[10 µM],x,3.7%,0.0%,x,-3.0%
Cc1ccn2c(C(=O)CSc3ccccc3)c(C)nc2c1,6.8%[9.22 µM],-38.1%,5.0%,-7.6%,3.7%,u,16.5%
COc1ncc2nc(-c3cn(C)c4ccccc34)c(=O)n(C)c2n1,x,-49.4%[inhibitor],x,x,-5.8%,2.4%,x
COC(=O)C1=NN(c2ccccc2)C2C(=O)N(c3ccccc3OC)C(=O)C12 (stereo not drawn),1.1%,5.4%[10 µM],-6.8%,-0.6%,-0.1%,-8.6%,-1.1%
CS(=O)(=O)N(CC(=O)NCc1ccccn1)c1ccc2c(c1)OCCO2,-4.9%,-1.7%[10 µM],2.0%,17.2%,1.9%,-6.0%,4.7%
C=CCNC(=S)/C(=C(/[O-])c1ccc([N+](=O)[O-])cc1)[n+]1ccccc1,10.3%,-17.4%,-7.0%,-24.2%,-1.4%,9.1%[46 µM],-5.2%
CN(C)/C=C/C(=O)c1ccc(-n2cccc2)cc1,14.3%,11.2%[10 µM],2.3%,-3.2%,-1.3%,u,-5.9%
Cn1c(CCN2CCN(c3ccc(F)cc3)CC2)nc2cc(NC(=O)c3ccco3)ccc21,11.4%,-6.5%,3.2%,-8.0%,2.3%,u,0.5%
O=C(NCCc1cccc(Cl)c1)c1ccc(Cl)c([N+](=O)[O-])c1,-0.5%,1.3%[10 µM],4.1%,-3.3%,0.6%,-13.9%,3.7%
CO/N=C/C1CCN(c2ncc(C(F)(F)F)cc2Cl)C1=O (stereo not drawn),u,-10.3%,5.3%,-1.0%,-3.6%,u,9.8%
O=C(c1ccco1)N1CCN(c2ccnc3cc(Cl)ccc23)CC1,-25.1%,-34.6%[inhibitor],-1.6%,-3.3%,6.7%,-0.5%[46 µM],-11.4%
Cc1nc(-c2ccc(S(=O)(=O)NCc3ccccn3)s2)cs1,17.6%[9.22 µM],-2.4%[10 µM],x,2.5%,-4.3%,x,6.4%
CCOC(=O)C(=O)N1c2ccccc2C(N(C(=O)C(=O)OCC)c2ccccc2)CC1C (stereo not drawn),-8.3%[9.22 µM],-22.9%[10 µM],x,7.2%,0.9%,x,-0.9%
CCOC(=O)c1sc(Nc2ccc(C)cc2C)nc1C,-30.8%,-16.0%,-11.9%,2.6%,-1.8%,u,-5.1%
Cc1cccc(NC(=S)N=Nc2c(O)n(CN3CCOCC3)c3ccccc23)c1C,u,-64.3%[inhibitor][10 µM],-3.9%,-28.2%,-16.7%,u,-10.7%
CC(C)NC(=O)NC(=O)COC(=O)Cc1ccsc1,19.4%,19.9%,-0.1%,-0.7%,3.0%,4.1%,2.2%
N#C/C(=C\c1ccccc1)C(=O)NCCN1CCOCC1,-8.1%,-35.1%[inhibitor],12.9%,10.5%,5.5%,u,-7.4%
Cc1cc(C(F)(F)F)n2ncc(-c3ccc(F)cc3)c2n1,-17.4%,6.0%,-3.4%,5.6%,0.7%,-6.3%,-10.0%
O=C(O)CCc1ccccc1OC(=O)c1ccccc1,8.7%[9.22 µM],4.4%[10 µM],x,8.3%,-1.4%,x,2.1%
C/C(=N\NC(=O)CSCc1ccc([N+](=O)[O-])cc1)c1ccccc1O,10µM*,x,1.2%,-5.0%,4.5%,u,0.5%

# Random draw from the library (roughly 1.5% active in at least one column).
